PTAP TSG101 blk = qHTS Assay for Iinhibitors of HIV-1 Budding by Blocking the Interaction of PTAP/TSG101. Tumor susceptibility gene 101 protein (Homo sapiens), Q99816. Fluorescence polarization, FITC-PTAP peptide / Tsg101 binding. Potency, µM (titrated, usually from 115 µM), for the others: at the top dose activity change, negative = inhibition, hits mostly inhibitors. 340,000 tested, under 10 active. AID 493005, 2010; active = well fitted inhibition curve with a large enough effect in the main read-out, with a control signal flat, not every such curve was filed as active; inconclusive = small, poorly fitted or top-dose-only effect, or effect the other way, or a change in a side signal; inactive = no such curve, though single readings can be large or run the other way; note: potency is the fitted concentration of half-maximal effect; % of control where 0% means no effect
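FP read-out: FITC-PTAP peptide, 50 nM final, binding Tsg101 binding domain, 10 uM final; 20 min, r.t.; 10 mM HEPES pH 7.5, 0.15 M NaCl, 0.01% Tween 20, 3 mM EDTA, 0.1 mM TCEP.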
Chronic BCR inh = qHTS Assay to Find Inhibitors of Chronic Active B-Cell Receptor Signaling | ABC-DLBCL IkBa-CBG/CBR reporter, luminescence ratio, 4 h | Potency, µM (titrated, usually from 46.1 µM), for the others: at the top dose ratio change, negative = lower green/red ratio, most hits filed as inhibitors | actives 0.05% (n = 340,000) | AID 493014, 2011; active = well fitted inhibition curve with a large enough effect in the signal ratio, with a control signal flat, not every such curve was filed as active; inconclusive = small, poorly fitted or top-dose-only effect, or effect the other way, or a change in a side signal; the % refers to the signal ratio;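 note: potency is the fitted concentration of half-maximal effect; plate controls were basal doxycycline-induced cells for no effect and cells given 10 µM MG132 for full effect; MG132 reads +100%, hits lower the ratio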
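Concentration-response series (up to 46 uM) were applied to TMD8 dual-reporter cells for 4 h at 37C with doxycycline. Green/red ratio, after filter-overlap correction, defined %Activity; red signal alone was normalised to basal cells and zero luminescence.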
USP2a block = qHTS Assay for Inhibitors of Ubiquitin-specific Protease USP2a Using CHOP2 as the Reporter; Ubiquitin carboxyl-terminal hydrolase 2 (Homo sapiens), O75604; USP2 core, Ub-CHOP2 coupled fluorogenic reporter, 485/531; Potency, µM (highest dose often 38.3 µM), for inactives: top-dose activity change, negative = inhibition, usual class: inhibitors; actives 0.01% (n = 330,000); AID 463254, 2010;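 note: potency is the fitted concentration of half-maximal effect; plate controls were DMSO wells for no effect and full inhibition by NEM control for full effect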
Target sequence (O75604 whole entry, looked up): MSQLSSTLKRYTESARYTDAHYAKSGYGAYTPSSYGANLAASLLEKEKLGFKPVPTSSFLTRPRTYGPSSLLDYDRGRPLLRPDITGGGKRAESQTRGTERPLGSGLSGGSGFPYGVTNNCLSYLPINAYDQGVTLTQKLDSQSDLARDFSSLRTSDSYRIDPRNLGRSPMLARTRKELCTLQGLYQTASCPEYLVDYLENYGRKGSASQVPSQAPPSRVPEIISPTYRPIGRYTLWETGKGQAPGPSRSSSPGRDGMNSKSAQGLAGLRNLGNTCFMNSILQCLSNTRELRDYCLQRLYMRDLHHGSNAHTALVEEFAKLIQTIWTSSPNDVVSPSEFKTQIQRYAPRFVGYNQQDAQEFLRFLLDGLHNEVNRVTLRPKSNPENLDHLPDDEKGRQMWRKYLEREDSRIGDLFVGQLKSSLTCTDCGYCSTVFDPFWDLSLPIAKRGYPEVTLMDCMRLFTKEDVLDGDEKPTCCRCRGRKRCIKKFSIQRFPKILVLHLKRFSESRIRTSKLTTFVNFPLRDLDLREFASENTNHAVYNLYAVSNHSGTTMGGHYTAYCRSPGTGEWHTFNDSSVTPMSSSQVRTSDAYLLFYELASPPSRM
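Deubiquitinase activity read as fluorescence (485/531 nm) after Ub-CHOP2 cleavage activates the enterokinase reporter on its substrate; USP2 core 10nM, Ub-CHOP2 and substrate 25nM each, 30min compound preincubation then 60min RT; data normalized to NEM, curves fitted.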
Mito fusion yeast = qHTS Assay for Small Molecule Inhibitors of Mitochondrial Division or Activators of Mitochondrial Fusion; S. cerevisiae fusion-defective mutant growth rescue, CellTiterGlo 48 h; Potency, µM (top dose mostly 46.1 µM), without a hit: at the top dose growth rescue (activation), hits mostly activators; actives 0.23% (n = 320,000);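 note: potency is the fitted concentration of half-maximal effect; % of control where 0% means no effect; nearly all actives have a fitted effect of over 45% in size; temperature-sensitive fusion mutants such as fzo1-1 at 37 °C on non-fermentable ethanol glycerol medium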
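Read-out: ATP-based luminescence (CellTiterGlo, 10 min ambient) reporting growth of fusion-defective ts yeast after 48 hours at 37C on glycerol/ethanol YPEG medium in the presence of compound.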
Eya2 inh = qHTS Assay for Inhibitors of the Phosphatase Activity of Eya2; Protein phosphatase EYA2 (Homo sapiens), O00167; recombinant Eya2, OMFP fluorescence dephosphorylation (OMFP is methylfluorescein phosphate); Potency, µM (titrated, usually from 76.9 µM), without a hit: top-dose activity, negative = inhibition, usual class: inhibitors; actives 0.006% (n = 330,000); AID 488837, 2010; note: potency is the fitted concentration of half-maximal effect; % is set by controls: 0 for no effect and ±100 for the full control effect
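Eya2 protein (added as 0.2 uM solution) was preincubated with compound for 10 min at ambient temperature in 50 mM HEPES pH 7.5, 50 mM NaCl, 5 uM MgCl2, 0.05% BSA, 1 mM DTT. OMFP (added at 50 uM) then reacted 10 min; fluorescence read at 485/525 nm.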
Tb PFK block = qHTS Assay to Find Inhibitors of T. brucei phosphofructokinase. AID 485367, 2010. actives 0.17% (n = 330,000). ATP-dependent 6-phosphofructokinase (Trypanosoma brucei brucei), O15648. Potency, µM (highest dose often 57.5 µM), inactives show top-dose activity, negative = inhibition, usual class: inhibitors. T. brucei PFK, ADP-Glo luminescence;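 note: potency is the fitted concentration of half-maximal effect; 0% = uninhibited 1x PFK enzyme wells and -100% = no-enzyme wells; nearly all actives have a fitted effect of over 60% in size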
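1.25 nM PFK with 0.5 mM F6P and 0.1 mM ATP in 0.1 M TEA pH 8.0, 5 mM MgCl2, incubated 45 min at room temperature; ADP measured by ADP-Glo luminescence; compounds titrated up to 57 uM.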
B2AR arrestin = qHTS assay of beta-arrestin-biased ligands of beta2-adrenergic receptor. actives 0.02% (n = 330,000). Beta-2 adrenergic receptor (Homo sapiens), P07550. AID 492947, 2010. beta-arrestin recruitment to beta2AR, cell-based reporter. Potency, µM (series often up to 46.1 µM), for inactives: top-dose activation, actives largely listed as activators;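 note: potency is the fitted concentration of half-maximal effect; 0% = DMSO controls and full agonism = EC100 isoproterenol or metaproterenol; nearly all actives have a fitted effect of over 65% in size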
Target sequence (P07550 whole entry, looked up): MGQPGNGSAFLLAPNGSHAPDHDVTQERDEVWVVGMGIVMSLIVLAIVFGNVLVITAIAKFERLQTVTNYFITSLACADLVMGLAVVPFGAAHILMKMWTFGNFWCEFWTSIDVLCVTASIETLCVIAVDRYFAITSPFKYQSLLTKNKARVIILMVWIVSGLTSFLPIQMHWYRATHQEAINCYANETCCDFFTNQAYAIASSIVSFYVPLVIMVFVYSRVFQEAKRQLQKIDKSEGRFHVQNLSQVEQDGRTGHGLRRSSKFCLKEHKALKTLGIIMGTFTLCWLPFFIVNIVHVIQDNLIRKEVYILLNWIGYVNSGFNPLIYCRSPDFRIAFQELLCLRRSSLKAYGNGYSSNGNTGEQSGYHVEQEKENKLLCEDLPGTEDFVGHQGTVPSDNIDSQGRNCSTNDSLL
TCR activator = Activators of T cell receptors: qHTS campaign. 330,000 tested, under 10 active. AID 504894, 2011. Potency, µM (doses to about 9.22 µM), for the others: at the highest dose activation of IL-2 secretion, actives largely listed as activators. primary human leukocytes, anti-CD3, IL-2 HTRF, 48 h; note: % of control where 0% means no effect
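TCR engagement came from a-CD3 beads alone, with compounds added to primary human leukocytes for 48 hr. Secreted IL-2 bridged europium cryptate- and d2-labelled anti-IL-2 antibodies, giving FRET emission at 665nm after 320nm excitation.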
TSHR antag = Antagonists of the Thyroid Stimulating Hormone Receptor: HTS campaign; TSHR-expressing cells, TSH-stimulated cAMP HTRF, 2 h; active compounds read low; AID 504810, 2011; actives 0.2% (n = 330,000); Thyrotropin receptor (Homo sapiens), P16473; activity change, negative = inhibition, % at 11.5 µM;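 active = activity change below a set negative limit, meaning inhibition stronger than a set level, cut at about -70% in these data; inconclusive = activity change between two set negative limits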; note: % is set by controls: 0 for no effect and ±100 for the full control effect
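Cell-based HTRF cAMP assay; TSHR cells + compound, TSH EC80 (4nM final), 2 h, 37 deg C. Lysis with anti-cAMP cryptate and cAMP-d2, 30 min RT, read 665/620 nm.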
ELG1 DNA repair = qHTS screen for small molecules that inhibit ELG1-dependent DNA repair in human embryonic kidney (HEK293T) cells expressing luciferase-tagged ELG1; HEK293T ELG1-luciferase reporter, luminescence, 16 h; DNA damage induced by 5-fluorouridine; actives 2.3% (n = 330,000); Potency, µM (series often up to 46.1 µM), for the others: at the top dose activity change, negative = inhibition, actives largely listed as inhibitors; note: potency is the fitted concentration of half-maximal effect; % is set by controls: 0 for no effect and ±100 for the full control effect; nearly all actives have a fitted effect of over 55% in size
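Cells (2,000 per well) received 5-fluorouridine plus test compound or DMSO and were incubated 16 hr at 37 °C, 5% CO2. Luciferase activity was read by luminescence 30 min after ONE-Glo addition; signal suppression marked inhibition of damage-induced ELG1 function.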
uPA surface inh = qHTS for Inhibitors of Cell Surface uPA Generation. cell surface uPA generation assay, qHTS. Potency, µM (top dose mostly 38.3 µM), inactives show at the highest dose activity change, negative = inhibition, actives largely listed as inhibitors. actives 0.31% (n = 330,000). AID 540303, 2011; active = well fitted inhibition curve with a large enough effect; inconclusive = small, poorly fitted or top-dose-only effect; inactive = no such curve, though single readings can be large or run the other way; tested in mouse RAW 264.7 cells; note: potency is the fitted concentration of half-maximal effect; % is set by controls: 0 for no effect and ±100 for the full control effect; nearly all actives have a fitted effect of over 55% in size
* = called active by the depositor; ? = inconclusive; . = not tested or not shown; [ ] = remark or other dose. Unless noted, calls come from the whole dose curve; as a rule, active = well fitted curve in the direction sought with a large enough effect; inconclusive = small, poorly fitted or top-dose-only effect, or another doubt; inactive = no such curve, though single readings can be large; an effect the other way counts as inactive or inconclusive. Rows are unselected; 3% or so of the library scored in one or more.

SMILES	PTAP TSG101 blk	Chronic BCR inh	USP2a block	Mito fusion yeast	Eya2 inh	Tb PFK block	B2AR arrestin	TCR activator	TSHR antag	ELG1 DNA repair	uPA surface inh
CCOC(=O)C1CCN(C(=O)C2(NC(=O)Nc3ccccc3Cl)CCCCC2)CC1	-4.2%	0.8%	0.7%	-5.9%	-2.3%	-12.0%	-0.1%	-1.5%	2.9	-2.0%	1.0%
COc1ccc(CNCCSc2nnnn2C)c(OC)c1OC	-1.8%	-10.3%	1.1%	-4.1%	-20.1%	4.6%	-0.1%	.	1.3	-2.0%	3.1%
Nc1cc(N)nc(SCc2cc([N+](=O)[O-])cc3c2OCOC3)n1	-1.9%	-17.2%	2.0%	10.5%	12.7%	4.3%	-0.8%	1.5%	27.6	?	1.3%
CC[C@@H](C)[C@H](CNC)NC[C@@H](Cc1cccc2ccccc12)NCCc1cccc(C(F)(F)F)c1	-3.2%	?	1.8%	-26.5%	-6.8%	5.3%	0.4%	0.2%	5.4	?	9.5%
CCn1c(=O)c2c(nc3n2CCCN3Cc2ccccc2)n(C)c1=O	-0.4%	-17.4%	1.4%	-3.1%	9.4%	-2.7%	0.3%	-1.0%	2.9	?	-6.1%
O=C(COc1ccc2ccc(=O)oc2c1)NC1CCN(Cc2ccccc2)CC1	-1.8%	-10.8%	1.0%	-7.6%	6.5%	-10.4%	0.0%	0.2%	-1.5	0.8%	3.3%
CN(C)c1ccc(S(=O)(=O)N2CCCCC2)cc1NC(=O)CCNC(=O)c1ccco1	-1.4%	0.7%	-1.4%	-1.0%	-7.8%	-5.5%	-0.2%	-12.2%	0.6	1.9%	0.1%
COc1cc(/C=C2\C(=N)N3N=CSC3=NC2=O)ccc1OS(=O)(=O)c1ccccc1[N+](=O)[O-]	-3.6%	-0.3%	-4.7%	-0.8%	-28.3%	0.7%	-0.7%	-1.2%	-2.6	?	1.7%
COc1ccccc1N(CC(=O)NC(C)(C)C)C(=O)C1CSC(=O)C1 (configuration not stated)	-6.4%	-0.5%	3.6%	-4.8%	-8.5%	0.4%	-0.6%	0.5%[46.1 µM]	-5.9	0.3%	-4.7%
Cc1sc2nc(SCC(=O)NCc3cccs3)[nH]c(=O)c2c1C	-5.3%	-3.0%	1.6%	-2.5%	1.0%	3.3%	-0.2%	.	-4.1	?	-4.2%
Cc1cccc(N2C(=O)c3cccc4c(N)ccc(c34)C2=O)c1	?	-8.7%	?	2.9%	?	-17.6%	9.5%	-7.9%	-13.6	-8.7%	1.9%
COc1ccc(OC)c(/C=C2\SC(=S)N(N3CCOCC3)C2=O)c1	-0.5%	?	1.1%	-0.3%	10.1%	-7.3%	-0.7%	2.7%	-24.3	0.0%	0.3%
CCOc1ccc(CNC(=O)C(=O)c2cn(CC(=O)N3CCOCC3)c3ccccc23)cc1OC	-1.4%	?	0.4%	0.9%	-5.5%	-2.9%	0.3%	0.8%	-2.2	2.2%	0.0%
Cc1nc2ccc(S(=O)(=O)Nc3ccccc3C)cc2s1	-6.2%	-0.3%	2.3%	-0.7%	7.0%	1.0%	0.5%	2.5%	4.4	?	.
CN(CCOc1ccc(Br)cc1)CC(=O)Nc1cccc(S(=O)(=O)NC2=NCCC2)c1	-3.8%	-5.2%	1.5%	-1.7%	4.7%	-2.0%	0.2%	5.9%	2.0	?	1.6%
CC1Sc2ccc(S(=O)(=O)N3CCC(C(=O)N(C)Cc4ccco4)CC3)cc2NC1=O (configuration not stated)	-0.9%	5.5%	1.2%	-2.5%	-2.1%	0.1%	-0.6%	-8.7%	2.3	?	-5.3%
CC1(C)CC(=O)C(C=NC(CCC(N)=O)C(=O)O)=C(O)C1 (configuration not stated)	-3.0%	7.5%	-0.8%	-2.0%	15.0%	0.4%	-0.7%	6.7%	6.6	4.2%	-3.9%
COc1ccc(-n2cnnc2SCC(=O)NC2CCCCC2)cc1	-2.5%	2.9%	0.2%	.	1.4%	1.3%	0.2%	-0.3%	7.7	-8.0%	4.1%
C/C(=N\Nc1ccc(C(F)(F)F)cn1)c1ccncc1	-3.5%	?	-0.1%	1.3%	-13.9%	-1.7%	-0.3%	.	-7.5	?	-5.8%
O=c1nc(-c2ccccc2)cc(C(F)(F)F)[nH]1	-10.6%	?	-1.4%	0.2%	15.9%	5.9%	-0.3%	-0.1%	1.0	7.9%	12.3%
COc1ccc2c(c1)cc(C(=O)N[C@@H](Cc1ccccc1)C(=O)O)n2C	-3.7%	?	-0.9%	-15.7%	-15.3%	-19.5%	0.0%	0.2%	12.5	0.0%	-10.9%
COc1ccccc1C1=NOC(Cn2c(NCCCO)nc3c2c(=O)n(C)c(=O)n3C)C1 (configuration not stated)	-0.8%	?	3.0%	0.6%	5.5%	0.3%	-0.2%	-0.7%	-0.4	0.5%	-1.2%
Cc1ccc(CNc2oc(-c3ccco3)nc2S(=O)(=O)c2ccccc2)cc1	-1.4%	?	4.9%	25.1%	-1.7%	-7.5%	-0.5%	-1.0%[46.1 µM]	-6.8	?	3.1%
CC(C)c1nc(SCC(=O)N2CCc3ccccc32)n[nH]1	-0.3%	0.6%	-0.6%	-3.0%	-4.6%	0.5%	-0.6%	3.7%	-0.7	?	-4.5%
CC(=O)NC(=S)Nc1ccc(NC(=O)c2cccs2)cc1	-2.0%	?	5.1%	0.6%	-1.4%	4.0%	-0.4%	-7.2%[46.1 µM]	-3.9	16.3%	4.4%
O=C1c2ccccc2NC(c2c(Cl)cccc2Cl)N1Cc1ccccc1 (configuration not stated)	-8.2%	?	-18.0%	10.9%	-14.1%	-10.6%[0.46 µM]	0.2%	4.3%	-3.6	-2.2%	-8.7%
CC(C)c1ccc(N(CC(=O)NCC2CCCO2)C(=O)CCC(=O)Nc2nccs2)cc1 (configuration not stated)	-8.2%	-13.6%	1.5%	-6.1%	-6.0%	-10.8%	-0.3%	5.0%	7.7	7.8%	-4.2%
Cc1nn(C)c(C(=O)NNC(=O)NC2CCCCC2)c1Cl	0.6%	-1.5%	0.1%	2.5%	15.4%	-0.2%	-0.8%	-1.7%	-6.8	-20.3%	10.9%
Cc1nn(Cc2ccccc2)c(C)c1NC(=O)CSc1nnc(-c2cc(Cl)ccc2O)n1C	-5.0%	?	2.7%	-2.5%	4.6%	14.4%	-0.3%	-1.3%	0.5	-30.0%	1.6%
O=S(=O)(NCC(c1cccnc1)N1CCN(Cc2ccccc2)CC1)c1ccc(F)cc1 (configuration not stated)	.	6.6%	1.7%	-2.0%	-8.8%	-1.7%	0.3%	0.0%	-6.7	-0.5%	0.5%
CC(C)[C@@H](C(=O)O)N(Cc1cccc(CN([C@H](C(=O)O)C(C)C)S(C)(=O)=O)c1)S(C)(=O)=O	-1.7%	-6.4%	3.6%	0.0%	-1.4%	0.8%	-0.8%	-1.4%	-5.0	-5.3%	3.9%
Cc1ccc(S(=O)(=O)N(CC(=O)N2CCCCCC2)c2ccccc2)cc1	-4.1%	-2.4%	-0.6%	6.8%	-30.9%	2.6%	-1.0%	.	-11.3	?	.
Cc1n[nH]c(C)c1S(=O)(=O)N1CCCC(C(=O)NCc2cccs2)C1 (configuration not stated)	-2.7%	13.7%	0.9%	-3.0%	-5.9%	1.2%	-0.7%	4.4%	8.6	-1.3%	2.4%
CCOC(=O)C1CCCN(C(=O)C2CCN(c3nnc(-n4cccc4)s3)CC2)C1 (configuration not stated)	0.2%	-0.5%	-0.8%	-1.1%	-2.3%	0.9%	-0.8%	1.2%[46.1 µM]	0.6	-20.0%	6.5%
Clc1ccc(-c2nc3cnccn3c2Nc2ccc3c(c2)OCO3)cc1	-8.7%	?	3.3%	?	-0.5%	0.1%	0.1%	13.1%	-9.6	-16.7%	?
Cc1nnc2ccc(N3CCC4(CC3)OCCO4)nn12	.	2.2%	1.4%	-2.4%	18.8%	0.0%	-0.5%	.	8.5	?	2.2%
